# From PubChem BioAssay
# MsrA act: bovine MsrA enzyme activators, primary screen, biochemical, absorbance, HTS; purified bovine MsrA, absorbance read-out; activation, % at 10.6 µM; 360,000 tested, 0.3% active; AID 602163, 2012; in the data active = activation above about 7.5%;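 also: 0% = vehicle and 100% = reference activator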
# MsrA inh: bovine MsrA enzyme inhibitors, primary screen, biochemical, absorbance, HTS. Methionine sulfoxide reductase A (Bos taurus). purified bovine MsrA, absorbance read-out. inhibition, % at 15.5 µM. 360,000 tested, 0.75% active; in the data active = inhibition above about 4.5%;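 also: 0% = vehicle wells with enzyme and 100% = reference inhibitor wells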
# SUMO1-SIM PPI: modulators of SUMO1 protein-protein interactions, primary screen, biochemical, uHTS | inhibition, % at 20 µM | 360,000 tested, 0.33% active | AID 602429, 2012 | SUMO1 binding to a labelled peptide, TR-FRET, 1 h | Small ubiquitin-related modifier 1 (Homo sapiens), P63165; in the data active = inhibition above about 37%
# Target sequence (P63165 whole entry, looked up): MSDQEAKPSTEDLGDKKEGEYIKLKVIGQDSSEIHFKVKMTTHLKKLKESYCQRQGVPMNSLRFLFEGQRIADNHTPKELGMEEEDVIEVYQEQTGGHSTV
# DNMT1 block: human DNMT1 methyltransferase inhibitors, primary screen, biochemical, molecular beacon, fluorescence, HinP1I cleavage, uHTS; inhibition (reported as % activation of signal), % at 10 µM; 360,000 tested, 0.83% active; AID 588458, 2011; DNA (cytosine-5)-methyltransferase 1 (Homo sapiens), P26358; in the data active = inhibition above about 50%
# E coli Lon inh: inhibitors of E. coli Lon protease, primary screen, biochemical, fluorescence polarization. purified E. coli Lon protease. inhibition, % at 7.94 µM. 360,000 tested, 0.42% active. AID 602123, 2011; in the data active = inhibition above about 13%, passing the limit was not always enough;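 also: 0% = enzyme with probe and DMSO and 100% = no enzyme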
# LMPTP block: LMPTP phosphatase inhibitors, primary screen, biochemical, fluorescence intensity, uHTS | recombinant LMPTP-A, OMFP fluorogenic substrate | inhibition, % at 20 µM | Low molecular weight phosphotyrosine protein phosphatase (Homo sapiens), P24666 | 360,000 tested, 0.22% active | AID 651560, 2012;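 active = compounds that cut the enzyme signal by at least half of the control window in the single-dose screen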;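 also: plate controls were DMSO wells with enzyme plus substrate for no effect and substrate without enzyme for full effect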
# Target sequence (P24666 whole entry, looked up): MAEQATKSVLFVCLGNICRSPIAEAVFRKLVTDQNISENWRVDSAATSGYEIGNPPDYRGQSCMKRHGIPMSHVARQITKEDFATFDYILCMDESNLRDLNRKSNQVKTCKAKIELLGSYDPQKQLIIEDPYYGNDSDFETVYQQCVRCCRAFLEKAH
#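 Test system: LMPTP-A phosphatase enzyme; input: 0.625 nM LMPTP-A final; reagent: OMFP substrate, 400 µM final; compound dosing: 20 µM single dose, 3% DMSO; incubation: 50 min dark incubation at room temperature; measured by: endpoint fluorescence intensity from OMFP dephosphorylation; measure: % inhibition relative to no-enzyme and uninhibited control wells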
# NRP1-CendR mod: modulators of CendR peptide binding to NRP-1, primary screen, biochemical, fluorescence polarization, uHTS. FAM-RPARPAR peptide binding to NRP-1. 360,000 tested, 0.85% active. Neuropilin-1 (Homo sapiens), O14786. inhibition, % at 25 µM;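 active = inhibition or corrected inhibition above about 18%, plus a signal ratio from 0.5 to 1.5, limit read from the data, passing the limit was not always enough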; also: strong numbers were not always called active
# Scp-1 inhibitor: Scp-1 phosphatase inhibitors, primary screen, biochemical, colorimetric, uHTS | inhibition, % at 20 µM | Carboxy-terminal domain RNA polymerase II polypeptide A small phosphatase 1 (Homo … | 340,000 tested, 0.88% active | Recombinant Scp1, phosphopeptide, malachite green phosphate absorbance;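 active = inhibition above about 50% at 20 µM, limit read from the data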;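 also: plate controls were DMSO wells with enzyme for no effect and wells lacking enzyme for full effect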
# Target sequence (Q9GZU7 76-261 limits assumed): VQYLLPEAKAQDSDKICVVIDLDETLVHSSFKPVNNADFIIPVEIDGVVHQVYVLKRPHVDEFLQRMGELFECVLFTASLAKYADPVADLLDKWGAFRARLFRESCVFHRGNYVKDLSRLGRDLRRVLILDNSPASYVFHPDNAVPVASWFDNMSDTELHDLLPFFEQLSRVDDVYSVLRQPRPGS
#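 Test system – truncated SCP-1 phosphatase (76-261aa) · Reagent – Phosphorylated 17-residue peptide substrate · Incubation – 45 min room-temperature reaction, 5 min colour, 30 min stabiliser · Detection – colorimetric phosphate reagent with accelerator and stabiliser, absorbance at 630 nm · Measure – % inhibition at 20 µM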
# TbMetRS inhib: T. brucei MetRS inhibitors, primary screen, biochemical, luminescence. methionyl-tRNA synthetase (Trypanosoma brucei brucei). inhibition, % at 11.9 µM. AID 624268, 2012. 360,000 tested, 0.4% active. purified T. brucei MetRS, ATP depletion, Kinase-Glo luminescence;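 active = inhibition above a per-plate cutoff of the control wells' mean inhibition plus 3 SD, cut at about 5.5% in these data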;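 also: 0% = DMSO wells median and 100% = median of wells with control inhibitor compound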
#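 System: purified T. brucei MetRS enzyme / Detection: Kinase-Glo luciferase luminescence reporting remaining unconsumed ATP / Medium: HEPES buffer with MgCl2, KCl, DTT, spermine, BSA, pyrophosphatase / Replication: singlicate, one well per compound / Evaluation: percent inhibition relative to median high and low control wells / Schedule: 2 h aminoacylation at 25 °C after 15 min preincubation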
# STEP block: STEP phosphatase inhibitors, primary screen, biochemical, fluorescence intensity, uHTS; AID 588621, 2011; inhibition, % at 20 µM; 360,000 tested, 0.25% active; Tyrosine-protein phosphatase non-receptor type 5 (Homo sapiens), P54829; recombinant STEP, OMFP fluorogenic substrate;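 active = inhibition at 20 µM, scaled per plate between control wells, above about 37%, limit read from the data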;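 also: 0% = DMSO with enzyme and substrate and 100% = substrate only without enzyme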
# Target sequence (P54829 whole entry, looked up): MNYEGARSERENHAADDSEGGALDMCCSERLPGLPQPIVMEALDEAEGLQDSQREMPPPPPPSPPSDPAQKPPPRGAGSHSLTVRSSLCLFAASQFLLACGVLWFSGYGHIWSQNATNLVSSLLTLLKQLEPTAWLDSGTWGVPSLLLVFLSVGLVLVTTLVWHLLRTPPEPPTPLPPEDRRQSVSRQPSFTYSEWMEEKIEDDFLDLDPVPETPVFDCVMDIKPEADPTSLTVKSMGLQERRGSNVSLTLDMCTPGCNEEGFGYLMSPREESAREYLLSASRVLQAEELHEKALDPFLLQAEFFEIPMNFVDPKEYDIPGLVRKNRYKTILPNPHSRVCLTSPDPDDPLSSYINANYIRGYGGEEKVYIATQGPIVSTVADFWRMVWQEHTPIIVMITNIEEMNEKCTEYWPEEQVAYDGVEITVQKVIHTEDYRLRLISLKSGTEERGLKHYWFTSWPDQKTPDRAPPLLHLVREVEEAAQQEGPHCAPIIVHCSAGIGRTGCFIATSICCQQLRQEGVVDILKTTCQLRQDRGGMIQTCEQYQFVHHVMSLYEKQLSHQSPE
#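 System: STEP phosphatase, cell-free reaction; Buffer or medium: Bis-Tris pH 6.0 buffer with DTT, detergent; Incubation: 20 min at room temperature, dark; Measured by: fluorescence, 480/540 nm.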
# Starred values were filed as active, the others as inactive; nt = no result given.
SMILES,MsrA act,MsrA inh,SUMO1-SIM PPI,DNMT1 block,E coli Lon inh,LMPTP block,NRP1-CendR mod,Scp-1 inhibitor,TbMetRS inhib,STEP block
COc1ccc(NC(=S)Nc2cccc(C(C)=O)c2)cc1OC,-2,-0.9,-1,-2,10,0.7,13,4,-0.1,0
Cc1cccc(-c2noc(CNC(=O)c3ccco3)n2)c1,6,0.4,7,1,-3,-0.8,5,-10,-0.5,0
COc1cc(SC)ccc1C(=O)N1CCN(c2ccccc2OC)CC1,-1,0.0,-3,12,0,-0.2,13,-1,-0.3,-6
COC(=O)C1=C(CS(=O)(=O)c2cc(OC)ccc2OC)NC(=O)NC1c1ccc(O)c(OC)c1 (centres undefined),-2,-0.4,1,1,4,-0.4,20*,-3,-0.6,0
Cc1ccc(CN2CCSc3ccc(C(=O)NCc4ccco4)cc32)cc1,-4,-0.2,2,-3,-15,2.1,15,-1,-0.5,1
O=C(CSc1n[nH]c(-c2ccccc2Br)n1)NCCN1C(=O)CSC1=O,-2,-1.0,4,3,-6,-0.9,-8,-1,0.4,-2
CC1CN(C2CCCCC2)C(=O)NC1=O (centres undefined),-4,1.1,-4,-2,-5,-1.5,-1,-10,-0.1,-2
CCOc1cc(C#N)c(NC(=O)c2ccco2)cc1OCC,-9,-0.4,2,-1,4,-0.7,2,-5,-0.7,19
CC(C)CNC(=S)N1CCC(NC(=O)c2ccco2)CC1,0,0.2,3,5,0,-0.1,8,-3,-0.3,0
O=C(NCc1ccc(Cl)cc1)c1ccc(Cn2cc(C(F)(F)F)ccc2=O)cc1,-2,-0.8,0,-4,-2,-0.8,1,-5,-1.3,-2
Cc1ccc(S(=O)(=O)N(C)Cc2cc3ccccc3[nH]c2=O)cc1,1,1.0,-3,3,-3,-0.1,0,35,0.0,2
OC(CN1CCN(c2ccccc2Cl)CC1)c1ccccc1 (centres undefined),-2,0.5,8,2,-6,-0.6,15,-7,-0.9,-2
COc1ccc(CCNS(=O)(=O)CCNC(=O)c2ccc(OC)cc2)cc1,-2,2.3,7,3,-9,0.9,-10,-7,-0.3,0
CS(=O)(=O)N1N=C(c2ccco2)CC1c1ccccc1Cl (centres undefined),-3,0.2,-5,-5,-13,-0.4,-26,-9,-0.1,1
Cn1cccc1C1CCCN1CC(=O)Nc1c(Cl)cc(Cl)cc1Cl (centres undefined),-4,-1.0,-1,3,-18,-0.8,-1,-7,-0.1,3
CC(C)(C)c1ccc(OCCn2nc(C(=O)O)c3ccccc3c2=O)cc1,2,0.7,-3,2,-7,1.7,3,-6,0.2,3
O=C(CCN1CCN(c2ccccc2)CC1)c1ccc(Cl)cc1,-1,0.3,6,4,-6,0.5,-9,-7,0.4,1
CCOC(=O)C1(Cc2ccccc2C)CCCN(C(=O)CSC)C1 (centres undefined),-3,0.0,2,2,7,-1.3,3,0,-0.4,-1
Cc1cccc(NC(=O)c2c(F)c(F)c(F)c(F)c2F)c1,-10,1.2,2,4,4,-0.3,-11,5,-1.6,-3
Cc1ccc(C2C(C(=O)c3sc(-c4ccccc4)nc3C)=C(O)C(=O)N2CCN(C)C)o1 (centres undefined),2,2.4,-12,-1,-2,-5.4,-6,-3,-0.1,-4
O=C(CSc1nc2ccccc2s1)NCCOc1ccccc1,-4,0.2,1,1,-1,-0.7,1,-17,-0.4,-2
CCN(c1ccccc1C(=O)O)S(=O)(=O)c1ccc2[nH]c(=O)[nH]c2c1,-3,0.9,14,7,-4,-1.6,12,15,-0.1,5
COc1ccc(NC(=O)CSc2nc(C)cs2)cc1OC,-2,0.1,0,-1,-13,1.1,1,0,-1.0,-4
C#CCOCCOCCOCCNc1nc(N2CCN(C(=O)[C@H](CCC(=O)O)n3cc([C@@H](N)CC(N)=O)nn3)CC2)nc(N2CCN(C(=O)[C@H](CCC(=O)O)n3cc([C@@H](N)CC(N)=O)nn3)CC2)n1,-6,-1.2,0,2,-5,-1.6,-1,-4,-1.0,0
O=C(NCc1nnc(SCC(=O)N2CCCc3ccccc32)n1-c1ccccc1)c1cccc2ccccc12,-6,-0.6,-8,-3,-1,-0.3,-6,9,-1.1,-1
CCCn1c(N)c(C(=O)CSc2nc(C3CC3)n(-c3ccccc3)n2)c(=O)[nH]c1=O,-1,0.2,2,3,1,1.2,9,-3,-0.3,-1
O=C(Nc1nnc([C@H]2C[C@H](O)[C@@H](CO)O2)s1)c1ccccc1F,1,0.4,0,2,-14,-0.1,-5,nt,-0.2,-2
CC1CCN(C(=O)CSc2nncn2-c2ccccn2)CC1,-2,0.8,4,0,-1,-0.5,2,-5,-0.1,2
CC(C)(C)OC(=O)C[C@@H]1C/C=C\C[C@H](CC(=O)NCCO)C(=O)N[C@H](Cc2ccccc2)COC1=O,-4,0.6,1,6,-7,5.9,-1,0,-0.3,1
O=C(Oc1cccc(-n2cnnn2)c1)C1CCCCC1,-3,-0.7,-2,-5,-5,-0.2,-35,-11,0.0,2
COc1cc(Cl)c(CC(=O)c2c[nH]c3ccccc23)cc1OC,-2,-0.9,0,-2,2,1.1,7,-2,2.1,1
COCCn1c(SCC(=O)NCC2CCCO2)nc2c([nH]c3ccccc32)c1=O (centres undefined),-5,0.3,2,-1,1,0.4,20,-7,-0.2,-1
O=C(CSc1nc2ccccc2o1)Nc1nc2ccccc2s1,-4,-0.5,8,4,-9,-0.3,-10,-2,0.8,1
N#CNC(=Nc1ccccc1)SCc1ccc(C(=O)O)cc1,-13,0.9,-3,-2,5,3.0,1,7,-1.0,1
O=C(O)CC(CC(=O)Nc1ccc(-n2ccc(C(F)(F)F)n2)cc1)c1ccccc1 (centres undefined),1,0.0,-6,0,-2,-1.7,2,-15,-0.5,1
CC(=O)CSc1nc2c(c(=O)[nH]c(=O)n2C)n1CCCc1ccccc1,-1,-1.3,3,5,4,-1.4,-4,-5,0.4,2
Cc1cc(/C=C2\SC(=Nc3ccccc3)NC2=O)c(C)n1-c1ccc(S(N)(=O)=O)cc1,-15,1.3,3,-19,-24,0.3,-97,-3,-0.3,-2
Oc1c(CN2CCOCC2)cc(-c2ccccc2)cc1CN1CCOCC1,0,-1.4,3,0,2,-0.9,3,0,-0.1,0
Cc1ccc(S(=O)(=O)N2CCN(S(=O)(=O)c3ccc(C)cc3)C3OCCOC32)cc1 (centres undefined),-7,0.1,3,6,-11,0.3,-4,-1,-1.5,-1
Cc1ccc(NS(=O)(=O)c2ccc(N/N=C/c3ccncc3)c([N+](=O)[O-])c2)c(C)c1,-10,-0.2,-7,1,5,0.5,4,10,-0.5,-2

# Reprinted from the part before: two compounds, followed by the next part.
SMILES,MsrA act,MsrA inh,SUMO1-SIM PPI,DNMT1 block,E coli Lon inh,LMPTP block,NRP1-CendR mod,Scp-1 inhibitor,TbMetRS inhib,STEP block
Cc1ccc(S(=O)(=O)N2CCN(S(=O)(=O)c3ccc(C)cc3)C3OCCOC32)cc1 (centres undefined),-7,0.1,3,6,-11,0.3,-4,-1,-1.5,-1
Cc1ccc(NS(=O)(=O)c2ccc(N/N=C/c3ccncc3)c([N+](=O)[O-])c2)c(C)c1,-10,-0.2,-7,1,5,0.5,4,10,-0.5,-2
CSCCC(NS(=O)(=O)c1ccc(F)cc1)C(=O)NCc1ccc(S(N)(=O)=O)cc1 (centres undefined),-5,-1.0,-2,1,-8,-0.8,-1,-4,0.0,-3
Cc1ccccc1-n1c(=O)n(Cc2ccc(C(=O)O)cc2)c(=O)c2[nH]cnc21,0,-1.1,3,1,-7,-1.6,-6,-19,0.1,2
CC(C)(C)n1ncc2c(=O)n(CC(=O)N3CCCCCC3)cnc21,1,0.4,1,2,-1,-1.2,10,-11,-0.9,-3
O=S(=O)(CCC1CCCCN1)c1ccccc1 (centres undefined),0,1.3,1,5,0,-2.4,14,-9,0.6,-4
O=C1COc2ccc(C(=O)COC(=O)CNS(=O)(=O)c3cccc(F)c3)cc2N1,-2,0.8,-3,-10,-11,10.0,-5,-7,0.2,2
O=C(Nc1ccc(C(=O)O)cc1)Nc1ccc(F)cc1F,-3,-1.2,-1,2,-13,0.7,3,-4,-0.6,2
CC1(C)CC(=O)C2=C(C1)OC(/N=C/N1CCCC1)=C(C#N)C2c1ccccc1 (centres undefined),-2,-1.0,23,3,-1,-2.0,6,-9,-0.6,1
COc1ccc(NC(=O)c2ccc(-c3ccccc3Cl)o2)cc1,-4,1.1,-5,-2,10,2.3,7,-7,0.2,-2
COc1ccc(-c2noc(CN(C)Cc3ccccc3)n2)c(OC)c1OC,-9,2.0,-1,1,11,-0.6,3,6,0.9,-2
O=C(CSc1ccc(F)cc1)NCC1(N2CCOCC2)CCCCC1,1,-0.8,-28,0,0,-11,-20,-18,-0.2,1
CSC1=N/C(=C\c2ccccc2Cl)C(=O)N1N(C)C,-2,-1.0,-4,-9,0,-0.8,4,-14,-0.6,-1
CCc1nc2c(OCc3ccc(F)c(F)c3)cccn2c1N(C)C(=O)c1ccco1,0,-0.8,2,-5,-1,-0.3,-7,nt,0.0,2
COc1ccc(OC)c(C(C)NC(=S)NC2CCCCC2)c1 (centres undefined),-3,1.3,5,0,5,-0.3,18,1,-0.7,1
Cc1ccc(C2CC(C(F)(F)F)n3nc(C(=O)NCc4c(C)nn(C)c4C)c(Cl)c3N2)cc1 (centres undefined),4,-0.5,-1,-9,3,0.1,-13,-4,-0.6,1
CCOC(=O)[C@H]1[C@H]2COc3ccc(C)cc3[C@@H]2N2C(=O)c3cc(F)c(F)cc3NC(=O)[C@@]12C,-7,0.5,1,1,1,-0.9,2,-3,-0.2,-2

# 2 entries picked at random from those above:
SMILES,MsrA act,MsrA inh,SUMO1-SIM PPI,DNMT1 block,E coli Lon inh,LMPTP block,NRP1-CendR mod,Scp-1 inhibitor,TbMetRS inhib,STEP block
Cc1ccc(C2CC(C(F)(F)F)n3nc(C(=O)NCc4c(C)nn(C)c4C)c(Cl)c3N2)cc1 (centres undefined),4,-0.5,-1,-9,3,0.1,-13,-4,-0.6,1
COc1ccc(-c2noc(CN(C)Cc3ccccc3)n2)c(OC)c1OC,-9,2.0,-1,1,11,-0.6,3,6,0.9,-2
